HIF act: HIF pathway transcriptional activators, primary screen, cell-based, U2OS HRE-luciferase, luminescence | U2OS HRE-luciferase reporter; normalized: DMSO 0%, desferrioxamine 100% | activation, % at 7.5 µM (by protocol) | 0.32% of 300,000 active | AID 1910, 2009;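 active means mean activation of at least 10% of the iron chelator positive control signal, with at least half of replicates also reaching 10%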
GSK3beta inhib: human GSK3beta kinase inhibitors, primary screen, biochemical, cell-free homogeneous, HTS; Glycogen synthase kinase-3 beta (Homo sapiens), P49841; GST-GSK3beta kinase, ADP-Glo luminescence, 60 min; hits give low values; activity score (negative = inhibition), % at 10 µM; 0.038% of 300,000 active;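 active means more than half of replicate wells score below -50%, meaning over 50% inhibition versus plate controls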;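 further: 0% = median DMSO wells and -100% = median GW8510 positive control wells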
Target sequence (P49841 whole entry, looked up): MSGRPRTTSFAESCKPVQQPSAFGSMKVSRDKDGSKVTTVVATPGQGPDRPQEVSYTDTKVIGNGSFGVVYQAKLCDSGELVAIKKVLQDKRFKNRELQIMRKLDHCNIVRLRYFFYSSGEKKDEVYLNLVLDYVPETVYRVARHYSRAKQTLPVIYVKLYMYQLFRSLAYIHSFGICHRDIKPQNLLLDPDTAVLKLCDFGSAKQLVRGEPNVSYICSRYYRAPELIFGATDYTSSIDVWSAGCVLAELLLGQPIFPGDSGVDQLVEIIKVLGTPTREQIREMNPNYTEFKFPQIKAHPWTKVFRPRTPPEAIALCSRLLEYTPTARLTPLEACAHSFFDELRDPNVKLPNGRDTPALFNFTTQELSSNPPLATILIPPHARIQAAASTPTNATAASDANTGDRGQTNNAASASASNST
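Test system: GST-fused GSK3beta enzyme, cell-free | Quantity: 1.6 ng GST-GSK3beta enzyme per well | Reagent: 25 µM ATP with peptide substrate | Schedule: 60 min enzyme reaction, room temperature | Signal: Luminescent ADP-Glo measurement of ADP formed | Read-out basis: Score relative to plate controls | Control set: DMSO and 20 µM GW8510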
IEC-6 cytotox: cytotoxicity in IEC-6 intestinal epithelial cells, primary screen, cytotoxicity control for KLF5 inhibitor project, cell-based, luminescence. IEC-6 cytotoxicity, luminescence viability. inhibition, % at 5 µM. 0.78% of 290,000 active; in the data active means inhibition above about 22%;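 further: 0% = plate median of test compound wells and 100% = cytotoxic reference compound wells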
AI-2 QS mod: Vibrio harveyi AI-2 quorum sensing modulators, primary screen, JMH597 strain, luminescence/OD600 ratio; 0.4% of 300,000 active; activity change, % at 7.5 µM; Vibrio harveyi JMH597 AI-2 luminescence/OD600 ratio, 9 h; hits give low values; strain lacks LuxN and CqsS sensors; 0 = neutral-control median; in the data active means activity change below about -75%, passing the limit was not always enough;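 further: luminescence divided by OD600 gain over 9 h not by final OD600 alone; inactives centre near 13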
HSF1 inh: HSF1 inhibitors in luciferase reporter cells, primary screen, cell-based, NIH3T3, luminescence | AID 2098, 2009 | activity change, negative = inhibition, % at 7.5 µM (by protocol) | NIH3T3-HGL HSE-luciferase, MG132-induced, luminescence 8 h; hits give low values | 0.77% of 300,000 active;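 active means more than half of replicate wells show activity change below -50%, luminescence cut by over half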;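 further: luciferase reports HSF-1 transcriptional activity via heat shock element; 0% = median of DMSO wells and -100% = zero luminescence signal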
aSyn 5UTR inh: MLPCN primary screen, SNCA 5' untranslated region. 0.82% of 300,000 active. AID 1813, 2009. alpha-synuclein 5'UTR reporter, inhibitor activity. inhibition, % (tested at 7.5 µM); in the data active means inhibition above about 60%;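 further: H4 neuroglioblastoma cells stably carrying SNCA 5'UTR luciferase fusion; 0% = DMSO wells and 100% = positive control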
HSP90 refold inh: HSP90 inhibitors, primary screen, cell lysate, luminescence. Heat shock protein HSP 90 (rabbit reticulocyte lysate; luciferase refolding). Rabbit reticulocyte lysate, luciferase refolding luminescence, 3 h. inhibition, % at 5.6 µM. 0.91% of 290,000 active;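 active means inhibition above the screen-wide mean plus 3 SD, computed separately per campaign, cut at about 16% in these data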;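 further: 0% = DMSO wells and 100% = 60 µM geldanamycin wells; inhibitors lower the luminescence because luciferase stays unfolded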
KLF5 inh: KLF5 expression inhibitors, primary screen, DLD-1 cells, luminescence | AID 1700, 2009 | inhibition, % at 5 µM | 0.23% of 290,000 active | DLD-1 KLF5 promoter-luciferase reporter;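 active means inhibition above a per-plate limit of that plate's mean compound inhibition plus 3 SD, cut at about 60% in these data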;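 further: 0% = DMSO wells and 100% = LY294002 at 200 µM; higher means less KLF5 promoter-driven luciferase light; inactives centre near -14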
GSK3A inh: blockers of GSK3A enzyme activity – biochemical, luminescence, cell-free homogeneous, HTS, primary screen | Glycogen synthase kinase-3 alpha (Homo sapiens), P49840 | GSK-3 alpha kinase, ADP-Glo luminescence, 60 min | inhibition, % at 10 µM | 0.1% of 320,000 active | AID 2650, 2010;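 in the data active means inhibition above about 50%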;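 further: GST-tagged GSK-3 alpha with peptide substrate and 25 µM ATP; 0% = DMSO neutral wells and 100% = GW8510 positive control wells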
Target sequence (P49840 whole entry, looked up): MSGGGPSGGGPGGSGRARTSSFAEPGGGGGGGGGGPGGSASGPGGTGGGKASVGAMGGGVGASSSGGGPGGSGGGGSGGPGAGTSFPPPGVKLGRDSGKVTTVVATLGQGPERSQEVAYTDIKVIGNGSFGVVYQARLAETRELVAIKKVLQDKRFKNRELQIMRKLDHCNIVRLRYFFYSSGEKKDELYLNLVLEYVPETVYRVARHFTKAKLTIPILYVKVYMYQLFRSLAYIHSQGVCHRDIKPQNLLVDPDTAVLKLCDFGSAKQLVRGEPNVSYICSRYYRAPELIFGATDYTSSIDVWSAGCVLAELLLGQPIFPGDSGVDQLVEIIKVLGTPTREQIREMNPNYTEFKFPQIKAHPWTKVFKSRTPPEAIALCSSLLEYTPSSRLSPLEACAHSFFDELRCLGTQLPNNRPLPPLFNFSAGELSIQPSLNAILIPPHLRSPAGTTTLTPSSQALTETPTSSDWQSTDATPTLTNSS
HSF-1 act: HSF-1 activators, primary screen, NIH3T3-HGL cells, MG132 stress, luminescence, single point; NIH3T3-HGL HSF-1 luciferase reporter, 8 h; 100% = twice DMSO control signal; activation, % at 9 µM; 1.7% of 300,000 active; AID 504408, 2011;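 active means mean replicate activation of at least 50% with a set share of replicates each reaching 50%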;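 further: 0% = median of the neutral control wells and 100% = twice that signal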
Numbers without * were called inactive; · = no result given.

SMILES	HIF act	GSK3beta inhib	IEC-6 cytotox	AI-2 QS mod	HSF1 inh	aSyn 5UTR inh	HSP90 refold inh	KLF5 inh	GSK3A inh	HSF-1 act
CC(C)(C)c1cc[n+](C2=C([O-])c3ccccc3C(=O)/C2=N\S(=O)(=O)c2ccccc2)cc1	-4.0	-1	-10	28	-25	84*	16*	-41	-3	-32
O=S(=O)(N/N=C\C=C\c1ccccc1)c1ccc(Br)cc1	0.1	6	-1	-92*	-7	4	1	-46	-6	-2
Cc1cccn2c(=O)nc(SCC(=O)N3CC(C)OC(C)C3)nc12 (centres undefined)	-16	-1	·	31	-5	6	·	·	-1	7
COCCNC(=O)CN(Cc1ccccc1)C(=O)CCC(=O)Nc1nccs1	0.8	-1	-7	40	-13	-6	-2	7	4	2
O=C(NCCCn1ccnc1)c1cc(-c2cccs2)on1	38*	0	-7	22	7	-294	-1	-70	0	26
CSc1nc(-c2ccc(N(C)C)cc2)c(C#N)c(=O)n1C	2.3	0	2	10	19	-72	-4	-44	-1	34
Cc1ccc(CN2C(=O)C3CCCN3c3ncccc32)cc1 (centres undefined)	-1.6	-4	-1	11	-9	10	2	-54	-2	11
CCOc1ccc(/C=C2\CCc3ccccc3C2=O)cc1	-8.9	-7	-5	13	-32	-170	35*	-44	0	-39
COc1ccc(N2CCN(C(=O)C3CCN(S(=O)(=O)c4cccs4)CC3)CC2)cc1	-0.1	1	-3	8	-3	3	-3	-4	0	6
CCOc1ccc2ncc(S(=O)(=O)c3ccccc3)c(N3CCN(c4ccccc4)CC3)c2c1	-0.3	-2	·	14	-5	20	·	·	-1	2
CCCCSCCCNC(=O)Nc1ccc(CC)cc1	-0.2	3	0	15	9	-3	1	-24	-1	16
C=CCN(c1ccc(C(=O)N2CCN(c3ccc(F)cc3)CC2)cc1)S(C)(=O)=O	0.2	5	-2	23	-1	-1	-1	-9	-1	2
COC(=O)c1ccc(NC(=O)c2cc[n+](Cc3ccccc3)cc2)cc1	-2.2	-3	0	22	-1	0	6	-25	-2	-6
N#Cc1nc(-c2ccccc2)oc1N1CCC(C(N)=O)CC1	-1.1	-1	-4	-7	-2	10	5	13	4	-6
CCOC(=O)CN(C(=O)COc1nc(C)cc(C)c1C#N)c1ccc(Cl)cc1	-0.3	3	2	15	0	16	3	-18	-1	5
CC(OC(=O)c1nsc(Cl)c1Cl)C(=O)NC(C)(C)C (centres undefined)	0.3	2	3	6	2	13	2	4	3	-7
Cc1nccc(-c2sc(-c3cccs3)nc2C)n1	4.3	-12	0	3	11	-61	-5	-5	4	42
CCOC(=O)C1C(C)=CC(=O)CC1c1ccco1 (centres undefined)	-0.4	0	2	11	5	7	2	7	-3	8
O=C(CSc1ncn[nH]1)N(C1CCCCC1)C1CCCCC1	-0.1	2	1	21	-5	-5	4	-57	0	1
Cc1nc2nc(NC(=O)c3ccco3)[nH]n2c(=O)c1C	-0.2	2	-2	3	-9	4	-4	-25	-1	3
Cc1ccc(C2C(/C=C3/SC(=S)NC3=O)=C(c3cccs3)Oc3ccccc32)cc1 (centres undefined)	-0.3	1	2	43	8	20	0	-4	0	2
CCOc1cc(C2NC(=O)N(C)C(C)=C2[N+](=O)[O-])ccc1OC(C)=O (centres undefined)	-0.7	1	-6	14	-7	9	-9	-3	4	14
N#C/C(=C\c1c[nH]c2ccccc12)C(=O)Nc1ncc(Cc2ccc(Cl)cc2Cl)s1	-0.4	-1	-3	52	-3	30	2	-7	-3	-8
C=CCSc1nc2sc(C)c(C)c2c(=O)[nH]1	0.3	1	-3	10	12	3	-4	14	0	2
CCCCOCCCNC(=O)c1cccs1	-0.2	1	3	11	·	4	5	17	-1	·
Cc1ccc(CNS(=O)(=O)c2cc(F)ccc2CN2C(=O)c3cccnc3C2=O)o1	-0.1	2	0	-3	-1	0	3	-6	-1	-5
Cc1nnc(SCC(=O)Nc2ccc(Cl)cn2)n1Cc1ccccc1	0.1	-1	-2	3	-2	-3	-4	-12	0	-3
O=C1N(Cc2cccc(Cl)c2)C[C@@H]2C[C@@H](c3cccc4cccnc34)N3CCC[C@@]123	-0.3	4	2	14	-4	10	3	0	-3	2
COc1ccc(CNC(=O)Cn2cc(C(F)(F)F)ccc2=O)cc1OC	0.0	-1	-6	11	-6	2	0	-16	-3	-4
Cc1ccc(C2=N/C(=C\c3cccc(F)c3)C(=O)O2)cc1	0.3	1	5	1	6	-16	1	-24	-2	23

The final 4 records of the section above open the next one.
SMILES	HIF act	GSK3beta inhib	IEC-6 cytotox	AI-2 QS mod	HSF1 inh	aSyn 5UTR inh	HSP90 refold inh	KLF5 inh	GSK3A inh	HSF-1 act
Cc1nnc(SCC(=O)Nc2ccc(Cl)cn2)n1Cc1ccccc1	0.1	-1	-2	3	-2	-3	-4	-12	0	-3
O=C1N(Cc2cccc(Cl)c2)C[C@@H]2C[C@@H](c3cccc4cccnc34)N3CCC[C@@]123	-0.3	4	2	14	-4	10	3	0	-3	2
COc1ccc(CNC(=O)Cn2cc(C(F)(F)F)ccc2=O)cc1OC	0.0	-1	-6	11	-6	2	0	-16	-3	-4
Cc1ccc(C2=N/C(=C\c3cccc(F)c3)C(=O)O2)cc1	0.3	1	5	1	6	-16	1	-24	-2	23
CC(NC(=O)c1cc([N+](=O)[O-])cc([N+](=O)[O-])c1)c1ccc(-n2ccnc2)cc1 (centres undefined)	0.0	-1	2	42	-1	2	4	2	1	-2
C/C(CC(=O)Nc1ccc(N(C)C)cc1)=N\NC(=O)c1ccc(C(C)(C)C)cc1	-0.6	-8	7	50	-3	1	-1	-11	0	26
CC1=C(C(N)=O)C(c2ccc(Cl)cc2Cl)n2ncnc2N1 (centres undefined)	-0.5	4	2	19	-2	-4	2	13	1	-1
Cc1ccc(C)c(C(C)NC(=O)C2CCCC2)c1 (centres undefined)	1.1	-1	6	-4	-2	-5	13	-11	-1	-4
O=c1oc2ccccc2cc1-c1ccc(O)cc1	3.1	-1	-6	6	4	-101	-7	-112	0	28
CCS(=O)(=O)N1CCN(C(=O)c2ccccc2)CC1	0.1	3	7	14	-86*	-19	-4	-7	0	-88
O=C(COn1nnc2ccc(Cl)cc21)NCc1ccccc1	0.4	-1	0	-89*	-1	-5	2	-38	6	-1
COc1ccccc1NC(=O)NC(=O)N(C(C)C)S(C)(=O)=O	0.2	-1	2	4	1	-46	-3	-10	-2	15
COc1cc(NC(=S)Nc2ccc(OC(F)F)cc2)cc(OC)c1	-0.3	-3	3	12	-4	13	0	-8	-2	-20
CSc1ccc(/C=N/NC(=O)c2cccs2)cc1	4.0	2	10	10	11	-185	-1	-131	-2	28

An excerpt from above in order of length of the SMILES, falling:
SMILES	HIF act	GSK3beta inhib	IEC-6 cytotox	AI-2 QS mod	HSF1 inh	aSyn 5UTR inh	HSP90 refold inh	KLF5 inh	GSK3A inh	HSF-1 act
C=CCN(c1ccc(C(=O)N2CCN(c3ccc(F)cc3)CC2)cc1)S(C)(=O)=O	0.2	5	-2	23	-1	-1	-1	-9	-1	2
Cc1ccc(C2=N/C(=C\c3cccc(F)c3)C(=O)O2)cc1	0.3	1	5	1	6	-16	1	-24	-2	23
CCOc1ccc(/C=C2\CCc3ccccc3C2=O)cc1	-8.9	-7	-5	13	-32	-170	35*	-44	0	-39

Next results
SMILES	HIF act	GSK3beta inhib	IEC-6 cytotox	AI-2 QS mod	HSF1 inh	aSyn 5UTR inh	HSP90 refold inh	KLF5 inh	GSK3A inh	HSF-1 act
COc1ccccc1CCN=C(N)NS(=O)(=O)c1cc(F)ccc1F	-0.3	0	-9	15	-1	-6	-5	-15	-1	-6
COc1ccc(Cc2nnc(SCC(=O)Nc3c(C)cccc3C)[nH]c2=O)cc1	-6.5	4	·	-2	-3	2	·	·	-4	3
Oc1ccc2ccccc2c1CN1CCN(c2ccccc2F)CC1	0.9	-2	2	-8	73	-37	-1	-23	·	84*
CCOC(OCC)c1cn(Cc2ccc(C(=O)c3ccccc3)cc2)nn1	-0.3	3	6	18	5	-11	-2	-9	-2	3
CC1(C)Cc2ccccc2C(N/N=C/c2ccc([N+](=O)[O-])cc2)=N1	-1.2	2	5	-2	-15	7	0	-29	0	-31
Cc1ccc(S(=O)(=O)N2CCN(C(=O)CCc3nc4ccccc4c(=O)[nH]3)CC2)c(C)c1	-1.0	2	·	17	0	22	·	·	1	-10
COc1cccc(N/C(N)=N/c2nc(C(F)(F)F)cc(=O)[nH]2)c1	-41	3	-3	19	-2	-37	0	-37	·	-1
COc1cc2c(cc1NC(=S)Nc1cccc3ccccc13)oc1ccccc12	0.4	0	4	13	-3	-27	3	-47	-1	-2
COc1ccc(NC(=O)C(=O)c2cn(CC(=O)N3CCOCC3)c3ccccc23)cc1OC	-0.5	1	6	6	-5	12	-3	7	1	6
COc1ccc(-c2cc(C(=O)N(C)Cc3ccc(OC)c(OC)c3OC)c3ccccc3n2)cc1OC	-0.1	1	5	19	-30	27	0	-13	0	-35
COC(=O)c1c(NC(=S)Nc2ccccc2Cl)sc(C)c1C	-0.5	-1	2	15	41	-23	1	-4	-1	33
Cc1nc2sc(C(c3ccccc3)N3CCOCC3)c(O)n2n1 (centres undefined)	0.2	-1	-4	11	0	-5	-2	14	-2	-3
COc1cccc(C2c3c(-c4ccccc4)n[nH]c3C(=O)N2c2ccc(C(=O)O)cc2)c1 (centres undefined)	0.0	-1	-5	6	-5	1	1	-42	2	-1

Record cards, from the list above. Values in the order: HIF act	GSK3beta inhib	IEC-6 cytotox	AI-2 QS mod	HSF1 inh	aSyn 5UTR inh	HSP90 refold inh	KLF5 inh	GSK3A inh	HSF-1 act
Entry for COc1ccc(Cc2nnc(SCC(=O)Nc3c(C)cccc3C)[nH]c2=O)cc1 → -6.5	4	·	-2	-3	2	·	·	-4	3
Entry for Cc1ccc(S(=O)(=O)N2CCN(C(=O)CCc3nc4ccccc4c(=O)[nH]3)CC2)c(C)c1 → -1.0	2	·	17	0	22	·	·	1	-10
Entry for COc1ccc(NC(=O)C(=O)c2cn(CC(=O)N3CCOCC3)c3ccccc23)cc1OC → -0.5	1	6	6	-5	12	-3	7	1	6
Entry for CCOC(OCC)c1cn(Cc2ccc(C(=O)c3ccccc3)cc2)nn1 → -0.3	3	6	18	5	-11	-2	-9	-2	3
Entry for COc1ccccc1CCN=C(N)NS(=O)(=O)c1cc(F)ccc1F → -0.3	0	-9	15	-1	-6	-5	-15	-1	-6
